# Source: PubChem BioAssay
# AmpC inh no detg = inhibitors of E. coli AmpC beta-lactamase without detergent; AmpC nitrocefin hydrolysis, absorbance 480 nm, 0.0001% Triton; Potency, µM (series often up to 57.1 µM), for inactives: top-dose activity change, negative = inhibition, actives largely listed as inhibitors; 0.52% of 330,000 active; AID 485341;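 further: potency means the concentration at half of the fitted maximal effect; plate controls were no compound for no effect and no enzyme for full effect; nearly all actives have a fitted effect of over 20% in size; some results filed as inactive show a strong effect at the top dose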
# Target sequence (P00811 whole entry, looked up): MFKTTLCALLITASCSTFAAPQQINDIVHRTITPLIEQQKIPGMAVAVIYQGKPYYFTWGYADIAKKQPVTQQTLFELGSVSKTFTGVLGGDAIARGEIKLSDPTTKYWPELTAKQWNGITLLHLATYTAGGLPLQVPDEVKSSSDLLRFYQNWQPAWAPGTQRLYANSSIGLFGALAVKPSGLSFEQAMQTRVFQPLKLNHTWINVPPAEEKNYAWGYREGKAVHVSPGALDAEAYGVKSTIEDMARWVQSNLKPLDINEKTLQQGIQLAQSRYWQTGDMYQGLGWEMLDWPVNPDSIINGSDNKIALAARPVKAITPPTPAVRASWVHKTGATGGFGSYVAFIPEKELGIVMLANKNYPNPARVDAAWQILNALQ
#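 AmpC (5.3 nM in the dispensed reagent) in 20 mM phosphate pH 7.0 with 0.01% (detergent screen) or 0.0001% Triton X-100 was preincubated with compounds for 15 min at room temperature. Nitrocefin was then added from an 800 uM solution, and hydrolysis was followed at 480 nm.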
# AmpC detergent = AmpC beta-lactamase inhibition with detergent present; 0.041% of 370,000 active; P00811; Potency, µM (top dose mostly 114 µM), for inactives: top-dose activity change, negative = inhibition, actives largely listed as inhibitors; AmpC hydrolysis of nitrocefin, absorbance 480 nm, 0.01% Triton; AID 485294;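 further: potency means the concentration at half of the fitted maximal effect; 0% = no-compound wells and -100% = no-enzyme wells; nearly all actives have a fitted effect of over 25% in size; some results filed as inactive show a strong effect at the top dose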
#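 20 mM phosphate pH 7.0 + 0.01% (detergent screen) or 0.0001% Triton X-100; 5.3 nM AmpC reagent; cpd preinc 15 min RT; nitrocefin (800 uM stock) to start; A480 q20 s × 4 min; Activity was normalised to no-enzyme and no-compound control wells.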
# Giardia FBPA inh = Giardia lamblia aldolase inhibition | A8B2U2 | purified Giardia FBPA | Potency, µM (titrated, usually from 59.6 µM), for the others: at the highest dose activity, negative = inhibition, hits mostly inhibitors | 0.71% of 290,000 active | AID 2451; further: potency means the concentration at half of the fitted maximal effect; nearly all actives have a fitted effect of over 55% in size
# Target sequence (A8B2U2 whole entry, looked up): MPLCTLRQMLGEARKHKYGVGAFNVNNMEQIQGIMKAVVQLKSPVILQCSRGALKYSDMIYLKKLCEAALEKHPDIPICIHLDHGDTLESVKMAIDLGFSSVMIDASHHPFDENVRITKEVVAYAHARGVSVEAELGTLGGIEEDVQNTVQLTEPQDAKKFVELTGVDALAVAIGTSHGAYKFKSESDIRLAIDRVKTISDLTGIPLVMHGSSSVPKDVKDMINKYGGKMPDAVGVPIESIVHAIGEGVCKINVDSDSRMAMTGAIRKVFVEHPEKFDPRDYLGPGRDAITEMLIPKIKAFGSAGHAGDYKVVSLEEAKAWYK
#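 Giardia FBPA (40 nM reagent) was preincubated 10 min at RT with compound (up to 57.5 uM final), then substrate plus GAPDH/TPI/NAD/arsenate coupling system with diaphorase/resazurin was added; resorufin fluorescence (525/598 nm) was read after 20 min.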
# Sm TGR inh = blocks Schistosoma mansoni thioredoxin glutathione reductase. Q962Y6. purified TGR, DTNB reduction, TNB absorbance 405 nm. Potency, µM (highest dose often 114 µM), without a hit: top-dose activity change, negative = inhibition, hits mostly inhibitors. 3% of 360,000 active. AID 485364; further: potency means the concentration at half of the fitted maximal effect; nearly all actives have a fitted effect of over 60% in size
#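 TGR 20 nM + NADPH 100 uM (dispensed conc.), cpd preinc 15 min RT; start with NADPH (500 uM addition) then DTNB (15 mM addition). Kinetic TNB absorbance, 405 nm filter. Four-parameter Hill fit across titration.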
# AMA1-RON2 inh = inhibitors of Plasmodium falciparum AMA1-RON2 interaction; AlphaScreen AMA1-biotinylated RON2 peptide binding; Potency, µM (titrated, usually from 58.2 µM), inactives show at the top dose activity change, negative = inhibition, most hits filed as inhibitors; 0.2% of 360,000 active; AID 720542;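 further: potency means the concentration at half of the fitted maximal effect; 0% = vehicle wells and -100% = peptide control; nearly all actives have a fitted effect of over 45% in size; some results filed as inactive show a strong effect at the top dose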
#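 AMA1 (3D7) with his tag at 25 nM final met compounds first, then biotinylated RON2 peptide at 25 nM; detection used donor plus acceptor beads, 10 µg/mL apiece, read by AlphaScreen after 30 min at room temperature.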
# HCMV inh = inhibitors of human cytomegalovirus; AID 1259415; 4.5% of 410,000 active; activity change, negative = inhibition, % at 57.5 µM; HFF cells, HCMV-luciferase reporter, 72 h; hits give low values; in the data active means activity change below about -60%; inconclusive means no clear call, values can overlap the other calls; inactive means above about -39%
#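 After 16 h attachment at 37C, HFF cells received test compound and HCMV-luciferase (1 PFU/cell); reporter luminescence read 72 h later, data normalized against buffer-only and known inhibitor Salinomycin.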
# * marks the source's active call; other numbers are inactive results; u = inconclusive; x = not tested or not shown; & = joins results of further samples; [ ] = remark or other dose. Unless noted, the call rests on the fitted dose curve; in most records, active means well fitted curve in the direction sought with a large enough effect; inconclusive means small, poorly fitted or top-dose-only effect, or another doubt; inactive means no such curve, though single readings can be large; an effect the other way counts as inactive or inconclusive. Unless noted, on the % scale 0 is the no-effect control and ±100 the full control effect.
SMILES,AmpC inh no detg,AmpC detergent,Giardia FBPA inh,Sm TGR inh,AMA1-RON2 inh,HCMV inh
CCOc1ccc(C(=O)NC(Cc2ccccc2)C(=O)OC)cc1 (centres undefined),8%,-9%,8%,-1%,-19%,12
CCOc1cc(/C=N/NC(=O)CN2CCOCC2)ccc1OCc1ccc(Cl)cc1,40%,5%,2%,2%,-23%,2
CCn1cc(C2=NC(C)CO2)c2ccccc21 (centres undefined),-8%,-6%,2%,-13%,-16%,14
Cc1ccc(CNC(=O)CCNC(=O)Cn2ccc3ccccc3c2=O)cc1,16%,1%,3%,2%,-12%,9
CCOc1ccc(NC(=O)NCCCn2c(C)nc3cc(C)c(C)cc32)cc1,117%[activator],u,0%,14%,4%,-22
COc1ccccc1C(=O)Nc1nc(-c2ccc3c(c2)OCCO3)cs1,-36%,11%,3%,7%,-5%,-63*
Cc1ccc(N2CC(C(=O)Nc3cccc(C(=O)NC4CC4)c3)CC2=O)cc1 (centres undefined),-24%,9%,x,5%,-7%,0
COCCn1c(SCC(=O)OC(C)C)nnc1-c1ccccc1,-16%,u,1%,-25%,-1%,101
COC(=O)C1=C(C)N=c2s/c(=C/c3cccs3)c(=O)n2C1c1ccc(F)cc1 (centres undefined),-19%,u,1%,-1%,-13%,u
CCOc1ccccc1N1CCN(C(=O)c2c(-c3ccccc3Cl)noc2C)CC1,265%[activator],4%,-2%,4%,16%,u
OCCSc1ncnc2c1oc1ccccc12,-10%,-3%,5%,3%,-1%,8
COc1ccc(S(=O)(=O)Nc2ccc3c(c2)C(=O)N([C@@H](C)CO)C[C@H](C)[C@H](CN(C)CC2CC2)O3)cc1,121%[activator],x,x,x,8%,22
O=C(Nc1ccc(N2CCN(C(=O)c3cccs3)CC2)cc1)c1cccnc1Cl,-3%,4%,1%,11%,-7%,u
COc1ccc(S(=O)(=O)N2CCC(C(=O)Nc3ccc4c(c3)OCCO4)CC2)cc1OC,-3%,0%,-4%,-5%,19%,-24
OCC1(CCc2ccccc2)CCN(C/C=C/c2ccccc2)CC1,64%[activator],u,10%,-3%,-11%,28
CCc1nnc(NC(=O)CN2CCN(Cc3cccc(OC)c3)CC2)s1,0%,-9%,3.2µM*,-26%,46%[activator],7
CN(Cc1ccc(C(C)(C)C)cc1)C(=O)c1ccc2c(=O)n3c(nc2c1)CCC3,162%[activator],u,x,0%,6%,-12
CCOC(=O)N1CCN(C(=O)c2ccccc2N(Cc2ccccc2)S(=O)(=O)c2ccc(OC)cc2)CC1,164%[activator],-3%,-4%,0%,-7%,-11
CC1(C)CC(=O)C=C(c2ccc3ccccc3c2)C1,-14%,-8%,x,-8%,27%,1
O=C(O)C(CCCCNS(=O)(=O)c1ccc(F)cc1)NS(=O)(=O)c1ccc(F)cc1 (centres undefined),32%&-12%,1%&-12%,0%&-9%,16%&3%,31%&-8%[activator],22&20
Cc1ccc(C(=O)Nc2cccc(C(=O)NCc3ccco3)c2)cc1,-46%,-14%,-4%,-20%,-1%,6
CCCCCOc1ccc(N2C(=O)C(C)CNC2=S)cc1 (centres undefined),-8%,-1%,1%,2%,x,9
Cc1cccc(N2CC(C(=O)OCC(=O)c3c(N)n(CC(C)C)c(=O)n(C)c3=O)CC2=O)c1C (centres undefined),90%[activator],0%,x,-1%,9%,-38
Nc1cccc(-n2nncc2-c2ccccc2)c1,-41%,-1%,-5%,8%,u,38
Cc1ccc([N+](=O)[O-])cc1N(CC(=O)N1CCCCC1)S(C)(=O)=O,-12%,-10%,0%,11%,0%,9
Cc1ccc(S(=O)(=O)N(C)C[C@@H]2Oc3ccc(NC(=O)CCC(F)(F)F)cc3CC(=O)N([C@@H](C)CO)C[C@@H]2C)cc1,303%[activator],x,x,x,4%,u
Cc1ccc(-c2noc(CN(C3CCCCC3)S(=O)(=O)c3ccc(Cl)cc3)n2)cc1,x,13%,x,3%,x,-36
COc1cccc(NC(=O)CN(C)CC(=O)c2c(C)[nH]c3ccccc23)c1,-4%,0%,x,18µM*,3%,2
CCCC1S/C(=N/N=C/c2cccs2)NC1=O (centres undefined),-12%,-5%,-2%,-31%,57%[activator],27
CC(C)CN1C(=O)c2ccc(NC(=O)c3cccs3)cc2C1=O,-40%,-6%,-4%,13%,-2%,-27

# Shown as labelled records: 4 of the compounds above.
> Cc1ccc(S(=O)(=O)N(C)C[C@@H]2Oc3ccc(NC(=O)CCC(F)(F)F)cc3CC(=O)N([C@@H](C)CO)C[C@@H]2C)cc1
  AmpC inh no detg: 303%[activator]; AmpC detergent: x; Giardia FBPA inh: x; Sm TGR inh: x; AMA1-RON2 inh: 4%; HCMV inh: u

> Cc1ccc(-c2noc(CN(C3CCCCC3)S(=O)(=O)c3ccc(Cl)cc3)n2)cc1
  AmpC inh no detg: x; AmpC detergent: 13%; Giardia FBPA inh: x; Sm TGR inh: 3%; AMA1-RON2 inh: x; HCMV inh: -36

> COc1cccc(NC(=O)CN(C)CC(=O)c2c(C)[nH]c3ccccc23)c1
  AmpC inh no detg: -4%; AmpC detergent: 0%; Giardia FBPA inh: x; Sm TGR inh: 18µM*; AMA1-RON2 inh: 3%; HCMV inh: 2

> CCCC1S/C(=N/N=C/c2cccs2)NC1=O (centres undefined)
  AmpC inh no detg: -12%; AmpC detergent: -5%; Giardia FBPA inh: -2%; Sm TGR inh: -31%; AMA1-RON2 inh: 57%[activator]; HCMV inh: 27

# (continued)
SMILES,AmpC inh no detg,AmpC detergent,Giardia FBPA inh,Sm TGR inh,AMA1-RON2 inh,HCMV inh
CC(C)N(Cc1ccccc1)S(=O)(=O)c1ccc(Cl)nc1,-26%,-13%,x,-12%,3%,-19
CCCN(C(=O)C1CCN(S(=O)(=O)c2ccc(OC)c(OC)c2)CC1)C1CCS(=O)(=O)C1 (centres undefined),4%,-14%,x,1%,20%,-38
CC1=C(C(=O)N2CCCC(N3CCN(c4cccc(C(F)(F)F)c4)CC3)C2)OCCO1 (centres undefined),148%[activator],0%,x,-16%,7%,-8
N/C(=N/O)c1cccn1Cc1ccccc1[N+](=O)[O-],-5%,9%,1%,-22%,-10%,-8
c1csc(Cc2nn3c(-c4n[nH]c5c4CCC5)nnc3s2)c1,-54%,2%,-14%,-10%,16%,39
CCOc1ccc(/C=N\NC(=O)CC(=O)NCCc2ccccc2)cc1,-17%,-1%,2%,3%,2%,38
CCNC(=O)c1sc2cc(C)ccc2c1Cl,-5%,-3%,-4%,0%,-5%,24
CC1CC(C)CN(CCCNC(=O)CN2C(=O)c3cccnc3Oc3ccccc32)C1 (centres undefined),-5%,2%,4%,5%,3%,-23
CN(Cc1ccccc1)C1=CC(=[N+]2CCCC2)CC(C)(C)C1,10%,0%,-5%,5%,3%,-99*
C/C(=C\c1ccccc1)C(=O)NCCc1ccccc1,-2%,-11%,1%,x,-8%,26
Cc1cccc(CSc2nc3ccncc3n2CC(=O)Nc2cc(C)cc(C)c2)c1,4%,u,4%,-3%,-5%,-5
O=C(CC1S/C(=N/N=C/c2ccco2)NC1=O)Nc1cccc(Cl)c1Cl (centres undefined),u,-5%,1%,-25%,72%[activator],-22
CCOC(=O)C1=C(COC(=O)Cc2c(F)cccc2Cl)NC(=O)NC1C (centres undefined),-1%,-5%,x,-4%,14%,34
CN(C)CCNC(=O)Cn1nc(N2CCN(c3ccccc3)CC2)ccc1=O,x,-6%,x,-6%,x,-12
CCn1c(COc2ccccc2C)nnc1SCc1nc2ccccc2c(=O)[nH]1,-8%,-3%,4%,2%,x,x
COc1ccccc1C(=O)OCC(=O)Nc1ccc(Cl)cn1,-21%,-4%,-1%,2%,15%,-30
C/C(=N\NC(=O)c1ccc2c(c1)OCO2)c1ccco1,-13%,2%,-2%,-3%,12%,33
Cc1ccc(C(=O)NCc2ccc(Cl)c(Cl)c2)o1,-18%,-10%,0%,-13%,-17%,28
CCN1C(=O)/C(=C/c2ccc(N(CC)CC)cc2OC)C(=O)NC1=S,-27%,-7%,-7%,x,9%,-39
CCCCCCOc1ccc(C2C(=O)N(C3CCCCC3)CC(=O)N2C2CCCCC2)cc1 (centres undefined),x,-5%,x,10%,x,-3
Cn1cc(C=O)c2ccccc21,-29%,1%,-9%,19%,-3%,-10
O=C(CN1C(=O)c2ccccc2C1=O)c1ccccc1,-18%,-9%,-2%,-4%,11%,36
CC1CCN(C(=O)C2CCN(S(=O)(=O)c3cccnc3)CC2)CC1,-15%,u,1%,-2%,1%,-8
Cc1cccc(CNC(=O)c2ccc(C)c(-n3c(C)nc4cccnc43)c2)c1,x,4%,x,-2%,x,u
COc1ccc(CNC(=O)c2csc(Cc3ccc(Cl)cc3)n2)cc1,-4%,1%,-4%,19%,-6%,9
COc1ccc(NC(=O)CSc2nnc(-c3ccco3)n2N)cc1Cl,7%,-9%,6%,-12%,5%,-16
CCCOc1ccc(-c2nc(C#N)c(N3CCN(C)CC3)o2)cc1,156%[activator],0%,0%,-5%,-7%,-2
CCn1c2ccccc2c2cc(CN3CCN(Cc4ccc(OC)c(OC)c4)CC3)ccc21,x,-9%,x,9%,x,-33
CC(C)(C)c1ccc(S(=O)(=O)N2CC(C(=O)O)Oc3ccc(Cl)cc32)cc1 (centres undefined),-3%,u,29%,-11%,5%,8
CCOC(=O)N1CCN(C(=O)CCn2c(=O)[nH]c3ccsc3c2=O)CC1,-11%,4%,4%,-3%,8%,-27
CC(C)CC1NC(=O)N(Cc2nc3ccccc3s2)C1=O (centres undefined),12%,5%,2%,3%,-15%,67
CN1C(=O)/C(=C/c2ccc(OCc3cccc(F)c3)cc2)NC1=S,-23%,-14%,6%,-2%,-1%,-14
Cc1ccc2c(=O)cc(C(=O)NCCc3ccc(S(N)(=O)=O)cc3)oc2c1,-10%,-3%,0%,0%,-6%,x
COc1cc(SC)ccc1C(=O)NC(C)C,-28%,-8%,-5%,27%,4%,-12
CC[C@H](C)[C@H](NC(=O)OCc1ccccc1)C(=O)Nc1ccc(NC(C)=O)cc1,-36%,-2%,6%,1%,1%,-38
COc1cccc(/C=C2/SC(=O)N(C)C2=O)c1OCc1ccc(C(=O)O)cc1,8%,-2%,14%,0%,-10%,u
Cn1c(Cc2ccccc2)nnc1SCC(=O)Nc1ccc2c(c1)OCO2,-14%,2%,-7%,0%,-7%,32
Cn1cnnc1SCC(=O)Nc1ccc(Cl)cc1,-14%,0%,11%,-2%,-2%,24
CCCN(CCC)CCNC(=O)C1(O)c2ccccc2NC(=O)N1c1cccc(OC)c1 (centres undefined),-15%,-8%,3%,0%,-4%,u
CCOc1ccc(NC(=O)CN(C)C(=O)c2ccccc2-n2cnnn2)cc1OCC,-2%,u,x,-1%,0%,-6
COc1ccc(N2CCN(C(=S)Nc3cccc(C)c3C)CC2)cc1,-11%,-6%,4%,10%,-2%,-2
O=C(Nc1ccc2c(c1)C(=O)OC2)c1ccccc1Cl,-10%,7%,-8%,7%,1%,-91*
CC1CCCN(S(=O)(=O)c2ccc(Br)s2)C1 (centres undefined),-13%,-22%,0%,1%,12%,19
